# High-throughput results: PubChem, National Center for Advancing Translational Sciences (NCATS)
# FBPA Giardia inh – Giardia lamblia aldolase inhibition; purified Giardia FBPA; AID 2451; A8B2U2; Potency, µM (highest dose often 59.6 µM), inactives show at the top dose activity, negative = inhibition, hits mostly inhibitors; 290,000 tested, 0.71% active; further: potency means the concentration at half of the fitted maximal effect; nearly all actives have a fitted effect of over 55% in size
# Target sequence (A8B2U2 whole entry, looked up): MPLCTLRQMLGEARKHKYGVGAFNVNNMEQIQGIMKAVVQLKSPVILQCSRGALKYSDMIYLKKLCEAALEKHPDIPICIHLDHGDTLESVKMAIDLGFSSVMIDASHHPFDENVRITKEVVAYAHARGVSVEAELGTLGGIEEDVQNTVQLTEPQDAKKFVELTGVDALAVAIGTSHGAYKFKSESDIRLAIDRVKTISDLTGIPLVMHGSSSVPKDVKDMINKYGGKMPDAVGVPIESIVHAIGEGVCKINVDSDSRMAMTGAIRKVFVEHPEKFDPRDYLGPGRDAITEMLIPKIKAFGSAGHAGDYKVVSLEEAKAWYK
#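 40 nM FBPA preincubated 10 min at RT with compound (up to 57.5 uM final), then substrate plus GAPDH/TPI/NAD/arsenate coupling and diaphorase/resazurin added. Fluorescence read after 20 min at RT, 525/598 nm.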
# AMA1-RON2 inh – inhibitors of Plasmodium falciparum AMA1-RON2 interaction; AlphaScreen AMA1-biotinylated RON2 peptide binding; 360,000 tested, 0.2% active; Potency, µM (series often up to 58.2 µM), for the others: at the top dose activity change, negative = inhibition, hits mostly inhibitors;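 further: potency means the concentration at half of the fitted maximal effect; 0% = vehicle wells and -100% = peptide control; nearly all actives have a fitted effect of over 45% in size; some results filed as inactive show a strong effect at the top dose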
#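 AMA1 (3D7) with his tag at 25 nM final met compounds first, then biotinylated RON2 peptide at 25 nM; detection used donor plus acceptor beads, 10 µg/mL apiece, read by AlphaScreen after 30 min at room temperature.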
# HCMV inh – human cytomegalovirus inhibition. HFF cells, HCMV-luciferase reporter, 72 h; stronger effect = lower value. activity change, negative = inhibition, % at 57.5 µM. 410,000 tested, 4.5% active; in the data active means activity change below about -60%; inconclusive means no clear call, values can overlap the other calls; inactive means above about -39%
#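 Compounds were evaluated in HFFs infected with an HCMV luciferase reporter virus (MOI 1 PFU/cell). Luciferase in lysates collected 72 h post infection served as the replication measure.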
# Sm TGR inh – S. mansoni TGR enzyme inhibition; Q962Y6; purified TGR, DTNB reduction, TNB absorbance 405 nm; Potency, µM (top dose mostly 114 µM), for the others: top-dose activity change, negative = inhibition, usual class: inhibitors; 360,000 tested, 3% active; AID 485364; further: potency means the concentration at half of the fitted maximal effect; nearly all actives have a fitted effect of over 60% in size
#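 Kinetic colorimetric format: TGR-catalysed, NADPH-driven DTNB reduction monitored via TNB absorbance. Enzyme dispensed at 20 nM; compound exposure 15 min at room temperature before reaction start.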
# AmpC detergent – inhibitors of E. coli AmpC beta-lactamase with detergent. P00811. AmpC hydrolysis of nitrocefin, absorbance 480 nm, 0.01% Triton. Potency, µM (highest dose often 114 µM), without a hit: at the highest dose activity change, negative = inhibition, most hits filed as inhibitors. 370,000 tested, 0.041% active. AID 485294;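 further: potency means the concentration at half of the fitted maximal effect; 0% = no-compound wells and -100% = no-enzyme wells; nearly all actives have a fitted effect of over 25% in size; some results filed as inactive show a strong effect at the top dose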
# Target sequence (P00811 whole entry, looked up): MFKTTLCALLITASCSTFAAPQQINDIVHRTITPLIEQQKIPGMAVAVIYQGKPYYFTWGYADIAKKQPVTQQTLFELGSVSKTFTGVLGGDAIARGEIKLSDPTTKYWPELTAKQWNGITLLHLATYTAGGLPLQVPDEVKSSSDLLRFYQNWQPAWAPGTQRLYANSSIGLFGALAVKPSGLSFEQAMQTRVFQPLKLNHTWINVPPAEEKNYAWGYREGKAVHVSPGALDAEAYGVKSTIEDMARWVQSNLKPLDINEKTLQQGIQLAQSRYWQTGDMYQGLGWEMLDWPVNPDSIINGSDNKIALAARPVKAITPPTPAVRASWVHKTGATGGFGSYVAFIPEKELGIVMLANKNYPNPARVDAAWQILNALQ
#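 20 mM phosphate pH 7.0 + 0.01% (detergent screen) or 0.0001% Triton X-100; 5.3 nM AmpC reagent; cpd preinc 15 min RT; nitrocefin (800 uM stock) to start; A480 q20 s × 4 min; Activity was normalised to no-enzyme and no-compound control wells.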
# AmpC no deterg – blocks E. coli AmpC beta-lactamase in detergent-free assay; AmpC nitrocefin hydrolysis, absorbance 480 nm, 0.0001% Triton; Potency, µM (top dose mostly 57.1 µM), inactives show at the highest dose activity change, negative = inhibition, most hits filed as inhibitors; P00811; AID 485341; 330,000 tested, 0.52% active;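 further: potency means the concentration at half of the fitted maximal effect; plate controls were no compound for no effect and no enzyme for full effect; nearly all actives have a fitted effect of over 20% in size; some results filed as inactive show a strong effect at the top dose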
#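 20 mM phosphate pH 7.0 + 0.01% (detergent screen) or 0.0001% Triton X-100; 5.3 nM AmpC reagent; cpd preinc 15 min RT; nitrocefin (800 uM stock) to start; A480 q20 s × 4 min; Activity was normalised to no-enzyme and no-compound control wells.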
# The depositor's hits bear a star; u = inconclusive; x = not tested or not shown; [ ] = remark or other dose. Unless noted, the call rests on the fitted dose curve; in most records, active means well fitted curve in the direction sought with a large enough effect; inconclusive means small, poorly fitted or top-dose-only effect, or another doubt; inactive means no such curve, though single readings can be large; an effect the other way counts as inactive or inconclusive. Unless noted, on the % scale 0 is the no-effect control and ±100 the full control effect. Compounds as they come; 7.8% or so of the library scored in one or more.
# Below each SMILES – AMA1-RON2 inh, AmpC no deterg, AmpC detergent, HCMV inh, Sm TGR inh, FBPA Giardia inh
(1) Cc1ccccc1N(C(=O)Cc1ccsc1)C(C(=O)NC1CCCCC1)c1ccc(F)cc1 (stereo unspecified)
→ -3.4%, -15.5%, u, -17.9, 53.9%[activator], 3.6%
(2) CC1CC(C)CN(C(=O)Cn2c(=O)oc3cc(S(=O)(=O)N4CCCC4)ccc32)C1 (stereo unspecified)
→ -5.0%, 16.8%, -0.5%, -20.8, -1.2%, 2.3%
(3) O=C(NCc1nc(-c2ccc(Cl)cc2)no1)c1ccco1
→ -4.5%, -2.3%, -5.2%, -22.5, -13.2%, -2.3%
(4) CCc1ccc(N2CC(C(=O)OCC(=O)Nc3ccc(C(C)=O)cc3)CC2=O)cc1 (stereo unspecified)
→ 0.3%, 1.3%, -4.7%, -8.6, -8.8%, x
(5) O=C(c1ccco1)N1CCN(Cc2cc(=O)c(OCc3c(F)cccc3Cl)co2)CC1
→ -4.0%, 4.4%, 4.3%, -5.2, -27.5%, x
(6) CCCOC(=O)c1cccc(NC(=O)c2c(-c3ccccc3Cl)noc2C)c1
→ x, x, 6.9%, 8.3, 12.0%, x
(7) CCCc1nnc(NC(=O)c2ccc([N+](=O)[O-])cc2)s1
→ 3.2%, -14.9%, u, 21.2, 3.9%, -4.4%
(8) COc1ccc(Nc2ccc(S(=O)(=O)N3CCCCCC3)cc2[N+](=O)[O-])cc1
→ u, -15.6%, 0.1%, u, 9.1%, 1.3%
(9) O=C(O)c1cccnc1C(=O)N1CCc2c([nH]c3ccccc23)C1C(F)(F)F (stereo unspecified)
→ 25.3%, -18.0%, 0.7%, 22.4, 7.3%, 0.5%
(10) CC(NC(=O)/C(=C/c1ccc(OC(F)F)cc1)c1ccccc1)c1ccccc1 (stereo unspecified)
→ 2.8%, -33.0%, u, -79.3*, 8.1%, 6.5%
(11) O=C(Nc1cccc(-c2cccc(F)c2)c1)C1CCN(C2CCC2)CC1
→ 2.5%, 42.3%, 2.5%, u, 4.7%, x
(12) Clc1ccc(Oc2ccccc2)c2ncccc12
→ 11.0%, -2.1%, -0.1%, -33.5, -0.5%, 3.3%
(13) Cc1ccc2c(c1)N(C(=O)CCC(=O)N1CCCCC1)CCO2
→ -2.6%, 108.6%[activator], u, -1.9, 1.5%, -5.0%
(14) CN(C(=O)c1ccc(S(=O)(=O)c2cccc(Cl)c2)c([N+](=O)[O-])c1)C1CCCCC1
→ u, -7.7%, -7.7%, u, u, -0.6%
(15) Cc1ccc(NC(=O)C(=O)c2c(-c3ccccc3)cc3ccccn23)cc1S(=O)(=O)N1CCOCC1
→ -12.2%, -2.5%, -2.1%, -75.9*, 6.6%, -2.7%
(16) COC(=O)Nc1cc([N+](=O)[O-])ccc1OC
→ 1.6%[2.32 µM], -20.2%, -4.8%, 8.2, 7.7%, 1.3%
(17) CCn1c(SC(C)C(=O)Nc2nnc(C)s2)nnc1-c1ccco1 (stereo unspecified)
→ -8.9%, -13.9%, 8.1%, -32.0, -12.0%, u
(18) Cc1oc2cc(O)ccc2c(=O)c1Oc1ccc(F)cc1
→ 5.9%, -23.6%, 0.6%, -19.0, -2.6%, -4.9%
(19) COC(=O)c1cc(C(=O)N2CCOCC2)cc([N+](=O)[O-])c1
→ 6.8%, -16.1%, 2.3%, -5.0, 5.2%, 0.4%
(20) CCOc1ccccc1NC(=O)Nc1ccc2c(c1)OCO2
→ -6.8%, -43.0%, -7.2%, 72.4, 0.0%, -0.5%
(21) CCC(=O)Nc1nnc(/C=C/c2ccccc2)s1
→ -7.3%, -14.0%, -8.8%, 23.0, 6.9%, 2.8%
(22) CCOC(=O)c1ccc(NC(=O)CNNC(=O)COc2ccccc2C)cc1
→ 64.1%[activator], 93.4%[activator], x, -2.2, x, x
(23) O=C(c1cc(C2CC2)nn1-c1ccccc1)N1CCN(c2ccc(O)cc2)CC1
→ u, -4.5%, 0.0%, -24.7, u, x
(24) Cc1cccc(C)c1NC(=O)CNc1ncnc2sc(C)c(C)c12
→ 3.9%, -0.1%, -13.3%, u, 6.3%, 4.7%
(25) COc1cc(O)cc(/C=C/c2ccccc2)c1
→ 0.0%, x, x, -0.8, x, -13.1%
(26) O=C(COc1ccc(Cl)cc1)Nc1ncc([N+](=O)[O-])s1
→ -8.0%, -42.5%, -0.8%, -61.2*, -30.6%, 4.2%
(27) CC1(C(=O)O)CCC(C(=O)N2CCCCC2)C1(C)C (stereo unspecified)
→ 12.7%, -16.5%, 1.7%, 70.5, 20.0%, 3.1%
(28) Cc1cc(C(=O)CN2C(=O)NC3(CCCc4ccccc43)C2=O)c(C)n1Cc1cccs1 (stereo unspecified)
→ -8.8%, -16.9%, -15.0%, -37.5, 7.1%[11.4 µM], -3.5%
(29) O=[N+]([O-])c1c(Nc2ccc(O)cc2)cc(N2CCOCC2)c2nonc12
→ -16.8%, -28.7%, u, 78.6, -7.6%, u
(30) COc1cc(Cl)ccc1NC(=O)COc1ccccc1C(=O)NN
→ 49.3%[activator], -2.3%, 1.1%, -24.7, 3.4%, -4.7%

# 9 of these compounds in a different format.
[21] CCC(=O)Nc1nnc(/C=C/c2ccccc2)s1
[22] CCOC(=O)c1ccc(NC(=O)CNNC(=O)COc2ccccc2C)cc1
[23] O=C(c1cc(C2CC2)nn1-c1ccccc1)N1CCN(c2ccc(O)cc2)CC1
[24] Cc1cccc(C)c1NC(=O)CNc1ncnc2sc(C)c(C)c12
[25] COc1cc(O)cc(/C=C/c2ccccc2)c1
[26] O=C(COc1ccc(Cl)cc1)Nc1ncc([N+](=O)[O-])s1
[27] CC1(C(=O)O)CCC(C(=O)N2CCCCC2)C1(C)C (stereo unspecified)
[28] Cc1cc(C(=O)CN2C(=O)NC3(CCCc4ccccc43)C2=O)c(C)n1Cc1cccs1 (stereo unspecified)
[29] O=[N+]([O-])c1c(Nc2ccc(O)cc2)cc(N2CCOCC2)c2nonc12
Compound,21,22,23,24,25,26,27,28,29
AMA1-RON2 inh,-7.3%,64.1%[activator],u,3.9%,0.0%,-8.0%,12.7%,-8.8%,-16.8%
AmpC no deterg,-14.0%,93.4%[activator],-4.5%,-0.1%,x,-42.5%,-16.5%,-16.9%,-28.7%
AmpC detergent,-8.8%,x,0.0%,-13.3%,x,-0.8%,1.7%,-15.0%,u
HCMV inh,23.0,-2.2,-24.7,u,-0.8,-61.2*,70.5,-37.5,78.6
Sm TGR inh,6.9%,x,u,6.3%,x,-30.6%,20.0%,7.1%[11.4 µM],-7.6%
FBPA Giardia inh,2.8%,x,x,4.7%,-13.1%,4.2%,3.1%,-3.5%,u

# (continued)
# Below each SMILES – AMA1-RON2 inh, AmpC no deterg, AmpC detergent, HCMV inh, Sm TGR inh, FBPA Giardia inh
(31) CCOC(=O)c1sc(NN=C(C(=O)OC)C(=O)OC)c(C(=O)OCC)c1C
→ -21.1%, -0.5%, 9.9%, 28.2, 5.7%, 5.5%
(32) Cc1csc(NC(=O)CSc2nnc(-c3ccncc3)o2)n1
→ 54.0%[activator], -28.8%, -14.0%, -1.3, -13.4%, -6.1%
(33) CCc1ccc(-c2cc(C)no2)cc1S(=O)(=O)N1CCN(c2cccc(Cl)c2)CC1
→ x, x, 5.1%, 0.0, 2.4%, x
(34) CCCS(=O)(=O)N1CCCC(C(=O)NCc2ccc(C)cc2)C1 (stereo unspecified)
→ 11.0%, -15.2%, -6.0%, -5.3, -8.1%, 0.3%
(35) CCCCc1nc2cc(C(=O)NC(C)c3cnn(C)c3)ccc2o1 (stereo unspecified)
→ -0.5%, 11.6%, -3.3%, 21.7, -19.9%, x
(36) CC(=O)Nc1ccc(S(=O)(=O)NCC(=O)OCC(=O)NC(=O)c2cccn2C)cc1
→ -2.1%, -8.5%, -14.1%, 11.2, 2.1%, -8.0%
(37) O=C(CCc1nnc2n(Cc3ccccc3Cl)c(=O)c3ccccc3n12)Nc1ccc(F)cc1
→ x, x, 19.6%, -10.9, 7.4%, x
(38) CN(CC(O)COCc1cccs1)C1CCCCC1 (stereo unspecified)
→ 18.5%, -6.7%, -0.6%, -8.6, -13.9%, 6.4%
(39) O=C(Nc1ccnc(=O)[nH]1)c1sc2ccccc2c1Cl
→ 14.7%, -13.7%, u, -17.9, -6.2%, 4.7%
(40) CCOC(=O)CN1C(=O)C(Sc2n[nH]c(-c3ccc(O)cc3)n2)CCc2ccccc21 (stereo unspecified)
→ -0.9%, -45.9%, 0.6%, -12.7, -15.4%, 5.5%
(41) Oc1ccc(C2C[C@H]3CC[C@@H]2C3)cc1O (stereo partly specified)
→ -22.0%, -53.7%, 0.2%, u, 1µM*, 28.2µM*
(42) CC(=O)c1ccc(Sc2ccccc2)c([N+](=O)[O-])c1
→ u, -22.0%, -11.5%, 0.7, 10.6%, -0.1%
(43) CCCCN(Cc1ccccc1)S(=O)(=O)c1cc(Br)cc2c1N(C(=O)C1CC1)CC2
→ x, x, 1.1%, -33.3, 1.6%, x
(44) COc1ccc(-n2c(=O)c3ccccc3n(CC(=O)NCCc3ccccc3)c2=O)c(OC)c1
→ x, x, -4.3%, -25.5, -7.7%, x
(45) Cc1ccccc1NC(=O)c1sc2nc3c(c(-c4ccco4)c2c1N)CCCC3
→ 91.0%[activator], -41.9%, -5.9%, -32.7, -13.5%, 0.9%
(46) O=C(CN1CCN(S(=O)(=O)c2ccccc2Cl)CC1)NCC1(N2CCOCC2)CCCCC1
→ -8.4%, 151.3%[activator], -16.3%, -27.4, -5.5%, x
(47) CC(c1nccs1)N(C)c1nc2nonc2nc1NC1CC1 (stereo unspecified)
→ 26.1%, -13.3%, 9.0%, -21.7, -0.2%, -16.6%
(48) CC(CN1CCCCC1)c1ccccc1 (stereo unspecified)
→ -3.3%, -6.3%, u, 1.1, -12.3%, u
(49) Cn1c2ccccc2c2cc(C(=O)N3CCOCC3)sc21
→ 1.5%, -4.2%, 4.2%, 1.5, 21.9%, -4.6%
(50) c1ccc(-n2c(-c3ccncc3)nnc2-c2ccco2)cc1
→ 9.9%, -14.3%, -5.7%, -31.2, u, -1.4%
(51) COc1cc(/C=N/NC(=O)CCc2n[nH]c(=O)[nH]c2=O)cc(OC)c1OC
→ -0.6%, -3.2%, -13.1%, -10.8, -7.1%, -4.1%
(52) Cc1ccc(-c2nnn(CC(=O)N(CC(=O)NC3CCCC3)c3ccc(F)cc3)n2)o1
→ 14.3%, -2.1%, -0.8%, -16.2, 4.7%, -0.5%
(53) CCCc1nnc(NC(=O)C23CC4CC(CC(C4)C2)C3)s1
→ -1.6%, -4.6%, -3.6%, 23.7, 23.2%, 7.3%
(54) COc1ccccc1N1CCN(S(=O)(=O)c2c(C)ccc3nsnc23)CC1
→ 7.2%, 21.8%, u, 9.0, 5.0%, 8.6%
(55) Cc1ccc(Sc2cnc(N)nc2C)cc1
→ -7.3%, -12.4%, -16.6%, u, -6.1%, 1.6%
(56) c1ccc(C2CCC3(CC2)Oc2ccccc2C2CC(c4cccnc4)=NN23)cc1 (stereo unspecified)
→ x, -40.2%, u, x, u, -9.8%
(57) CCC1(c2cccc(O)c2)CCCCN(C)C1 (stereo unspecified)
→ 6.7%, -12.6%, -3.0%, -68.2*, -6.5%, x
